Assay outcomes as filed in PubChem.
CHRM5 agonist – human M5 muscarinic receptor agonists, primary screen, CHO-K1 cells, Fluo-8 calcium fluorescence; Muscarinic acetylcholine receptor M5 (Homo sapiens), P08912; CHO-K1 hM5 cells; 0% DMSO wells, 100% maximal acetylcholine response; hit rate 0.19% among 360,000; AID 624037, 2012; activation, % at 3 µM;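 active = activation above the run's mean over test compounds plus 3 SD, cut at about 23% in these data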;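 also: signal is peak over basal fluorescence ratio across the kinetic read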
Target sequence (P08912 whole entry, looked up): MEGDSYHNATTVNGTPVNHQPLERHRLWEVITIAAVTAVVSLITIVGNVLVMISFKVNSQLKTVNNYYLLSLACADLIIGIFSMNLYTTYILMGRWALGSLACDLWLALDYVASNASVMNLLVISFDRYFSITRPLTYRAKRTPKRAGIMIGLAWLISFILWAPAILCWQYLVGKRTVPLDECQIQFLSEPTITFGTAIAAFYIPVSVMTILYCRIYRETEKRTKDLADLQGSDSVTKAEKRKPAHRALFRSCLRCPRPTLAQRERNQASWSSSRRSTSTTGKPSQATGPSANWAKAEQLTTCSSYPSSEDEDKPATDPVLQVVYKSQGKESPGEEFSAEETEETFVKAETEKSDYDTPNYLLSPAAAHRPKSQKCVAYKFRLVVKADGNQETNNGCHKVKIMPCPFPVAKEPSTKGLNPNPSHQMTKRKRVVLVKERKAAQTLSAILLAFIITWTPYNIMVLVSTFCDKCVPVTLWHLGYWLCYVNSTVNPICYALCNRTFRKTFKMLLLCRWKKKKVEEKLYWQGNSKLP
CHRM4 PAM – human M4 muscarinic receptor positive allosteric modulators, primary screen, CHO-K1 cells, Fluo-8 calcium fluorescence | activation, % at 3 µM | CHO-K1 hM4/Gqi5, ACh EC20; 0% = ACh EC20, 100% = maximal ACh | hit rate 0.4% among 360,000 | AID 624126, 2012;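 active = activation above its plate's cutoff, the mean activation of sample wells plus 3 SD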; also: some results filed as inactive read as strong as hits
CHRM4 agonist – human M4 muscarinic receptor agonists, primary screen, CHO-K1 cells, Fluo-8 calcium fluorescence; activation, % at 3 µM; hit rate 0.14% among 360,000; CHO-K1 hM4/Gqi5; vehicle 0%, full acetylcholine response 100%; Muscarinic acetylcholine receptor M4 (Homo sapiens), P08173; AID 624127, 2012;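 active = activation above the run mean over all test wells plus 3 SD, cut at about 32% in these data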;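 also: peak over basal fluorescence ratio per well then scaled between controls; 0% = DMSO wells and 100% = acetylcholine at EC100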
M5 PAM – human M5 muscarinic receptor positive allosteric modulators, primary screen, CHO-K1 cells, Fluo-8 calcium fluorescence; hit rate 0.3% among 360,000; Muscarinic acetylcholine receptor M5 (Homo sapiens), P08912; CHO-K1 hM5, ACh EC20 PAM; 0% = ACh EC20, 100% = ACh EC100; AID 624038, 2012; activation, % at 3 µM;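 active = activation above the run cutoff, the mean activation of all test compounds plus 3 SD, cut at about 18% in these data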
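System: CHO-K1 hM5 cells. Reagent: acetylcholine, EC20 level. Compound dosing: single dose, 3 µM nominal final test concentration. Timing: Post-acetylcholine fluorescence recording 140 s. Detection: Fluo-8 calcium fluorescence. Read-out: % activation, ACh-normalized. Benchmarks: ACh EC20 and EC100 wells. Repeats: singlicate, one well per test compound.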
M4 antag – human M4 muscarinic receptor antagonists, primary screen, CHO cells, Fluo-8 calcium fluorescence | CHO-hM4 cells, ACh EC80 | inhibition, % at 3 µM | hit rate 0.73% among 360,000 | AID 624125, 2012;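 active = inhibition above its plate's cutoff, the mean inhibition of sample wells plus 3 SD, cut at about 27% in these data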;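 also: 0% = acetylcholine EC80 with DMSO and 100% = DMSO without agonist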
CHRM5 antagonist – human M5 muscarinic receptor antagonists, primary screen, CHO cells, Fluo-8 calcium fluorescence. Muscarinic acetylcholine receptor M5 (Homo sapiens), P08912. hit rate 0.59% among 360,000. CHO-hM5 cells, ACh EC80. inhibition, % at 3 µM;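 active = inhibition above a per-plate cutoff, the mean of that plate's test compounds plus 3 SD, cut at about 27% in these data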;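 also: 0% = acetylcholine EC80 with DMSO and 100% = DMSO without agonist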
CHRM1 antagonist – human M1 muscarinic receptor antagonists, primary screen, CHO-K1 cells, Fluo-8 calcium fluorescence, 1536-well; Muscarinic acetylcholine receptor M1 (Homo sapiens), P11229; hit rate 1.3% among 360,000; CHO-K1 hM1, ACh EC80 antagonist; AID 588852, 2011; inhibition, % at 3 µM;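 active = percent inhibition above its own plate's cutoff, namely the mean of that plate's compound wells plus 3 SD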;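 also: peak over basal fluorescence ratio during 140 s after agonist addition; 0% = ACh EC80 plus DMSO and 100% = DMSO alone without agonist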
Target sequence (P11229 whole entry, looked up): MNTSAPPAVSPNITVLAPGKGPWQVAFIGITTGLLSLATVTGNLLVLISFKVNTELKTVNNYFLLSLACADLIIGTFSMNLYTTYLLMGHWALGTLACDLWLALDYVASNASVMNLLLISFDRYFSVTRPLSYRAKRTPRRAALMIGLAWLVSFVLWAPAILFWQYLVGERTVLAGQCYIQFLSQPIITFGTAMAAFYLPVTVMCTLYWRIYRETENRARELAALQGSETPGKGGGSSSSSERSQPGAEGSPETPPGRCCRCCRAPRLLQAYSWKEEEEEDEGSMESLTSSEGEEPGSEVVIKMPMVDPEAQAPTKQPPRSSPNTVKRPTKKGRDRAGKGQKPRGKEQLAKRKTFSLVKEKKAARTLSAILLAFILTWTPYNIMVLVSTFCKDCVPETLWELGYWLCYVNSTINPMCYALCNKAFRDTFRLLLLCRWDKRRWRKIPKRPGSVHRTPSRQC
M1 PAM – human M1 muscarinic receptor positive allosteric modulators, primary screen, CHO-K1 cells, Fluo-8 calcium fluorescence, 1536-well; Muscarinic acetylcholine receptor M1 (Homo sapiens), P11229; CHO-K1 hM1, ACh EC20; 0% = ACh EC20, 100% = maximal ACh; activation, % at 3 µM; hit rate 0.088% among 360,000; in the data active = activation above about 19%, passing the limit was not always enough
CRFBP-R2 agonist – agonists of CRF-BP/CRF-R2 complex, primary screen, cell-based, HEK293, calcium dye fluorescence, uHTS; calcium dye fluorescence (FLIPR); percent of saturating CRF peptide response; activation, % at 13.2 µM; hit rate 0.46% among 350,000; AID 588473, 2011;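 active = activation of at least 50%, plus an integration ratio under a set limit after plate pattern correction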;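 also: plate controls were neutral control wells without compound for no effect and CRF at EC100 for full effect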
An asterisk follows results filed as active; . = not tested or not shown. Compounds as they come. About 2.8% of those tested had a hit in this group.

SMILES	CHRM5 agonist	CHRM4 PAM	CHRM4 agonist	M5 PAM	M4 antag	CHRM5 antagonist	CHRM1 antagonist	M1 PAM	CRFBP-R2 agonist
COc1ccc(S(=O)(=O)N2CCC3(CC2)OCCO3)cc1	-5	1	0	2	-4	-8	0	-2	1.9
COc1cccc(/C=N/n2nnc3c(cnn3-c3ccccc3)c2=O)c1	0	0	1	2	-3	-1	-11	6	5.3
O=C(c1ccc(CNS(=O)(=O)c2cccc(Cl)c2)cc1)N1CCCCC1	0	5	2	1	10	-3	-2	-3	0.1
CC(C)c1ccc(NC(=O)Cc2ccc(NC3=NC4CS(=O)(=O)CC4S3)cc2)cc1 (stereo unspecified)	1	-2	1	-6	0	1	-10	1	-1.8
Cc1ccc(C(=O)NCC(=O)OC(C)C(=O)NC2CCCCC2C)cc1C (stereo unspecified)	2	3	1	-2	-8	4	-11	0	-0.4
Oc1[nH]c2ccccc2c1N=Nc1ccc(C(F)(F)F)cn1	-1	19	0	9	0	3	-21	5	1.6
COCCNC(=O)C(c1ccc(OC)cc1)N(CCOC)C(=O)CCC(=O)Nc1nccs1 (stereo unspecified)	0	-5	0	-3	4	20	-8	5	1.4
O=C(Nc1nnc(Cc2c[nH]c3ccccc23)s1)c1ccc(Cl)cc1Cl	1	3	1	-3	-3	13	-3	9	2.2
COc1ccc(O)c(C2=Nc3ccccc3N=C(c3cccs3)C2)c1	0	7	0	-2	2	8	-5	13	5.5
CCOC(=O)CNc1nnc(SCC(=O)OCC)[nH]c1=O	0	3	0	-2	-9	0	-14	2	-0.2

The closing two compounds of the section above open the next one.
SMILES	CHRM5 agonist	CHRM4 PAM	CHRM4 agonist	M5 PAM	M4 antag	CHRM5 antagonist	CHRM1 antagonist	M1 PAM	CRFBP-R2 agonist
COc1ccc(O)c(C2=Nc3ccccc3N=C(c3cccs3)C2)c1	0	7	0	-2	2	8	-5	13	5.5
CCOC(=O)CNc1nnc(SCC(=O)OCC)[nH]c1=O	0	3	0	-2	-9	0	-14	2	-0.2
COC(=O)[C@@H](c1ccccc1)N(C)S(=O)(=O)c1cccc(S(=O)(=O)N(C)[C@@H](C(=O)OC)c2ccccc2)c1	-4	-4	10	-20	7	24	16	-5	6.1
Cc1ccc(-c2cc3c(nn2)-c2ccccc2C3=O)cc1	0	-7	1	11	6	-5	-15	9	0.4
Cc1cc(C)c(C)c(S(=O)(=O)NCC(=O)NCC2CCCCC2)c1C	-5	-7	1	-2	1	14	17	-6	0.0
O=C(O)c1cnn2c1C(=O)N(Cc1cccs1)CC2	-3	15	0	13	-5	-7	-9	12	-1.3
O=C(Nc1cc(Cl)ccc1Cl)C1CC(=O)N(c2ccccc2)C1 (stereo unspecified)	2	2	2	-4	-12	1	7	-2	-1.6
COc1ccc(C2CC(c3ccccc3)=NN2C(=O)CN2N=NC3C(=O)N(c4cccc(F)c4)C(=O)C32)cc1 (stereo unspecified)	-1	0	2	-4	-7	3	0	3	-2.3
CCOc1ccc(NC(=O)N(CCC(C)C)C(C)c2ccco2)cc1 (stereo unspecified)	-4	16	-1	-2	5	-5	-8	1	-2.0
CC(=O)Nc1cc(-c2ccccc2)cn2c(-c3cccc(C(C)=O)c3)cnc12	-2	-2	5	-8	10	5	3	1	.
COC(=O)c1ccc2c(=O)n(Cc3ccco3)c(SCC(=O)Nc3cc(C)on3)nc2c1	-2	-3	0	-4	12	8	-2	3	-2.0
CC[C@@H](C)C(C(=O)N1CCN(C(=O)OC(C)(C)C)CC1)n1cc(-c2cn([C@@H](C)C(=O)N3CCN(C(=O)OC(C)(C)C)CC3)nn2)nn1 (stereo partly specified)	3	-3	4	-3	0	6	-12	7	-0.3

Look-ups from above:
COC(=O)[C@@H](c1ccccc1)N(C)S(=O)(=O)c1cccc(S(=O)(=O)N(C)[C@@H](C(=O)OC)c2ccccc2)c1 in CHRM5 antagonist reads 24
CCOc1ccc(NC(=O)N(CCC(C)C)C(C)c2ccco2)cc1 (stereo unspecified) in M4 antag reads 5
CC(=O)Nc1cc(-c2ccccc2)cn2c(-c3cccc(C(C)=O)c3)cnc12 in CHRM1 antagonist reads 3
Cc1cc(C)c(C)c(S(=O)(=O)NCC(=O)NCC2CCCCC2)c1C in CHRM5 agonist reads -5

Next section.
SMILES	CHRM5 agonist	CHRM4 PAM	CHRM4 agonist	M5 PAM	M4 antag	CHRM5 antagonist	CHRM1 antagonist	M1 PAM	CRFBP-R2 agonist
c1ccc(COc2ncnc3c2ncn3CCCNCc2ccc3c(c2)OCO3)cc1	-2	-8	4	-2	7	-5	2	2	0.6
O=C(COC(=O)c1ccc([N+](=O)[O-])cc1)NC12CC3CC(CC(C3)C1)C2	0	0	0	3	-4	-5	0	1	-1.9
O=C(Nc1ccccc1)c1ccccc1OCc1ccc(S(=O)(=O)N2CCOCC2)cc1	0	-5	2	7	1	-7	-7	13	2.4
CCOc1ccccc1N1CCN(C(=O)c2ccc(Cl)c(S(=O)(=O)N3CCCCC3)c2)CC1	1	-11	14	-25	19	15	14	-5	-1.1
CCN(CC)C(=O)[C@H]1C[C@H](CC(=O)NCCC2=CCCCC2)C(=O)N2CCc3c([nH]c4ccc(Cl)cc34)[C@]12C	2	4	-1	-4	1	12	-4	6	-5.2
CC(O)[C@H]1CNC(=O)C(=O)N1CC1(c2ccccc2)CC1 (stereo partly specified)	2	3	0	0	0	8	9	0	-1.1
CC(C)CCNC(=O)C(C)N(Cc1ccc(F)cc1)C(=O)c1ccc(CN2CCCCC2)o1 (stereo unspecified)	-8	-2	2	-5	-2	9	1	-3	8.3
CCOCCCNC(=O)C1CCC(CNS(=O)(=O)c2ccc(OC)cc2)CC1 (stereo unspecified)	-7	13	1	2	-5	9	-9	13	2.1
COC(=O)[C@@H](NS(=O)(=O)c1cc(Br)ccc1Br)C(C)C	-1	-1	0	2	-7	-5	-10	5	-0.6
CC(=O)NN1C(=O)c2ccccc2NC1c1ccccc1O (stereo unspecified)	-3	1	1	6	1	-1	-8	7	-0.9
O=C(c1ccco1)N1CCN(C(c2ccc(Cl)cc2)c2nnnn2Cc2ccccc2)CC1 (stereo unspecified)	-7	-5	12	-8	-15	-4	-14	7	10
O=C(Cc1noc2ccccc12)Nc1ccc(Cl)cc1	0	15	1	-1	2	-4	-12	9	-0.8
CCOC(=O)c1sc(Nc2ccc(C)cc2C)nc1C	-14	2	-2	-11	-5	-5	-3	-5	2.7
COc1ccc(NC(=O)C2CCN(C(=O)Cc3ccccc3)CC2)cc1OC	4	9	0	7	-10	6	8	6	1.2
CCOc1ccccc1N1CCN(C(=O)c2cc3c(s2)CCC3)CC1	1	13	1	0	-12	2	4	10	-0.3
Cc1nc(CNS(=O)(=O)c2ccc3c(c2)OCCO3)cs1	4	-1	2	-1	1	-5	5	2	1.1
CC1CC2(CCCC2)N(C(=O)c2ccccc2)Cc2ccccc21 (stereo unspecified)	-3	-10	-2	-5	8	18	2	4	1.4
OCc1cn(-c2ccccc2)nn1	0	2	1	5	-4	-17	-6	6	-0.7
Cc1cccc(OCCNC(=O)c2cc(-n3cnnc3)ccc2Cl)c1	-1	2	2	6	-13	9	5	-4	2.8
O=C(O)C(C(O)c1ccc([N+](=O)[O-])cc1)[n+]1ccccc1 (stereo unspecified)	-2	7	0	-2	3	13	6	-3	-0.6
Cc1cccc(/C=C\c2nc3ccccc3c(=O)[nH]2)c1	-3	5	1	1	-12	-4	5	-1	2.3
Cc1sc2nc(SCC(=O)N3CC(C)OC(C)C3)n(C)c(=O)c2c1C (stereo unspecified)	0	-16	6	0	19	7	17	-9	1.1
Cc1ccc(NC(=O)c2ncn(CCCNCCCN(C)C)n2)cc1C	-3	2	0	-6	-23	-6	-20	13	8.6
CCCCC(=O)Nc1nnc(S(=O)(=O)N2CCCCCC2)s1	-2	-1	1	-3	3	1	-2	3	-1.6
Cc1noc(C)c1C(=O)N1CCC1(C)C(=O)NS(=O)(=O)c1ccc(F)cc1F (stereo unspecified)	1	1	2	-3	3	4	5	-1	.
CC(=O)N(CCCCN1C(=O)c2ccccc2C1=O)c1ccc(C)cc1	5	-7	6	-7	2	-1	6	1	-0.9
CCCC(C)NC(=O)COC(=O)c1ccccc1SCC(=O)NC(C)CCC (stereo unspecified)	0	-2	2	-4	-5	5	-2	4	-0.1
O=C(Nc1nc(-c2ccc(Cl)cc2)cs1)NC1CCCCC1	-1	-15	4	-13	-1	12	0	-2	1.4
CSc1nnc2c(n1)c(C)nn2-c1cccc(C)c1	1	19	0	1	-5	-5	-6	10	1.4
COc1ccc(S(=O)(=O)N(CC(=O)N/N=C/c2cccs2)c2cc(C)cc(C)c2)cc1OC	0	-4	17	-12	1	8	0	-7	1.1
O=C(O)CCc1ccc(-c2ccc(Cl)cc2)n1CC(=O)Nc1ccccc1	-4	-2	2	2	-9	1	-6	6	0.3
N/C(=N\OC(=O)c1ccc(Cl)cc1)c1ccccn1	-2	7	2	0	5	0	9	-6	2.4
CCOC(=O)C1C(c2cccs2)NC(=O)N(C)C1(O)C(F)(F)F (stereo unspecified)	-4	4	0	1	4	-1	-8	-1	1.0
COc1ccc([N+](=O)[O-])cc1COc1ccc2c(-c3ccccc3)cc(=O)oc2c1	0	0	0	-7	-9	-2	0	-1	0.6
O=C(CSc1nnc(-c2cccnc2)n1CCc1ccccc1)N1CCCCC1	-2	3	1	-6	-10	4	-4	1	-0.9
CC(=O)N/C(=C\c1ccccc1)C(=O)OCC(=O)c1c(N)n(C)c(=O)n(C)c1=O	0	4	0	-1	-2	9	-4	2	-3.4
CC(Sc1nc(NC(C)(C)C)nc(N(C)C)n1)C(=O)Nc1ccccc1 (stereo unspecified)	0	-3	11	-11	10	10	15	-12	0.1
CC(C)c1ccc(S(=O)(=O)N2CCN(C(=O)C3CCCCC3)CC2)cc1	-3	1	2	-6	-1	7	-13	6	-1.1
CN(C)CCN(C(=O)c1ccc2c(c1)CCCC2)c1nc2cc3c(cc2s1)OCCO3	-5	3	1	-2	-12	9	-6	2	-0.6
CCOC(=O)Cc1nn(Cc2ccc(Cl)cc2)c(=O)c2ccccc12	2	2	0	4	4	6	-1	1	-0.5
COc1cc(CN(CC2CCCO2)C(=O)c2ccco2)cc(OC)c1OC (stereo unspecified)	1	-3	5	-2	5	7	26	-8	0.0
Cc1ccc(-c2nnc(-c3cccc4ccccc34)o2)cc1	0	9	0	1	1	4	-25	24	9.5
Cc1ccc(-c2c(C#N)c(N)nc3c2CCCCC3)o1	-4	-3	-2	-5	5	-3	1	-1	-0.8
COc1ccc(-c2ccc(CN3C(C(C)C)C(=O)N(Cc4cn(Cc5ccco5)nn4)CCS3(=O)=O)cc2)cn1 (stereo unspecified)	1	1	0	7	6	1	-12	2	-0.6
Cc1ccc(S(=O)(=O)N2CCC(C)CC2)cc1C(=O)NCCN1CCOCC1	-3	-1	1	-2	-4	5	-19	12	-0.6
